# Screening data deposited in PubChem BioAssay by National Center for Advancing Translational Sciences (NCATS).
# Apoferritin bind: qHTS Assay for Identification of Novel General Anesthetics; apoferritin/1-aminoanthracene competitive binding, fluorescence; Potency, µM (series often up to 77.5 µM), inactives show at the highest dose activity change, negative = displacement, actives largely listed as inhibitors; actives 0.074% (n = 350,000); Ferritin light chain (Equus caballus), P02791; AID 485281, 2010; further: on the % scale 0 is the no-effect control and ±100 the full control effect; nearly all actives have a fitted effect of over 20% in size
#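 Read-out: endpoint 1-AMA fluorescence, excitation 380 nm and emission 535 nm, after compounds sit 10 min at room temperature with 10 uM horse-spleen apoferritin in 50% saturated 1-AMA/PBS. Values come from four-parameter Hill fits.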
# Pol eta inh: qHTS for Inhibitors of Polymerase Eta | DNA polymerase eta (Homo sapiens), Q9Y253 | recombinant Pol eta, fluorescent DNA replication assay | Potency, µM (titrated, usually from 114 µM), inactives show at the top dose activity change, negative = inhibition, hits mostly inhibitors | actives 1.2% (n = 390,000) | AID 588591, 2011; further: on the % scale 0 is the no-effect control and ±100 the full control effect
#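 Pol eta (10 nM) was preincubated with compounds for 15 min at room temperature, after which fluorescent replication substrate (50 nM final) was added to start the reaction. Fluorescence was read kinetically at 0 and 10 min.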
# POLK inh: qHTS for Inhibitors of Polymerase Kappa | purified Pol kappa, fluorescent DNA synthesis assay, 10 min | Potency, µM (doses to about 107 µM), for the others: at the highest dose activity, negative = inhibition, most hits filed as inhibitors | actives 0.53% (n = 400,000) | AID 588579, 2011; further: on the % scale 0 is the no-effect control and ±100 the full control effect
#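 Activity was followed as the change in fluorescence between reads at 0 and 10 min after starting the reaction with 50 nM substrate. Beforehand, 10 nM polymerase had been preincubated with compound for 15 min at room temperature.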
# Pol beta inh: qHTS Assay for Inhibitors of DNA Polymerase Beta. Pol beta primer extension/strand displacement, fluorescence kinetic. actives 1.3% (n = 340,000). Potency, µM (titrated, usually from 114 µM), for the others: at the highest dose activity change, negative = inhibition, hits mostly inhibitors. AID 485314, 2010. P06746; further: on the % scale 0 is the no-effect control and ±100 the full control effect
#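 Enzyme-only controls used 10 nM Pol beta; buffer lacking enzyme served as negative control. Compound preincubated 15 min, then 50 nM substrate added; 0 and 10 min reads at room temperature.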
# BAZ2B inh: qHTS Assay for Inhibitors of BAZ2B; AlphaScreen BAZ2B-H3K14Ac peptide displacement; Potency, µM (top dose mostly 114 µM), without a hit: at the highest dose activity change, negative = inhibition, actives largely listed as inhibitors; Bromodomain adjacent to zinc finger domain protein 2B (Homo sapiens), Q9UIF8; actives 4.4% (n = 360,000); further: on the % scale 0 is the no-effect control and ±100 the full control effect; nearly all actives have a fitted effect of over 60% in size
# Target sequence (Q9UIF8 whole entry, looked up, the tested form may be a part): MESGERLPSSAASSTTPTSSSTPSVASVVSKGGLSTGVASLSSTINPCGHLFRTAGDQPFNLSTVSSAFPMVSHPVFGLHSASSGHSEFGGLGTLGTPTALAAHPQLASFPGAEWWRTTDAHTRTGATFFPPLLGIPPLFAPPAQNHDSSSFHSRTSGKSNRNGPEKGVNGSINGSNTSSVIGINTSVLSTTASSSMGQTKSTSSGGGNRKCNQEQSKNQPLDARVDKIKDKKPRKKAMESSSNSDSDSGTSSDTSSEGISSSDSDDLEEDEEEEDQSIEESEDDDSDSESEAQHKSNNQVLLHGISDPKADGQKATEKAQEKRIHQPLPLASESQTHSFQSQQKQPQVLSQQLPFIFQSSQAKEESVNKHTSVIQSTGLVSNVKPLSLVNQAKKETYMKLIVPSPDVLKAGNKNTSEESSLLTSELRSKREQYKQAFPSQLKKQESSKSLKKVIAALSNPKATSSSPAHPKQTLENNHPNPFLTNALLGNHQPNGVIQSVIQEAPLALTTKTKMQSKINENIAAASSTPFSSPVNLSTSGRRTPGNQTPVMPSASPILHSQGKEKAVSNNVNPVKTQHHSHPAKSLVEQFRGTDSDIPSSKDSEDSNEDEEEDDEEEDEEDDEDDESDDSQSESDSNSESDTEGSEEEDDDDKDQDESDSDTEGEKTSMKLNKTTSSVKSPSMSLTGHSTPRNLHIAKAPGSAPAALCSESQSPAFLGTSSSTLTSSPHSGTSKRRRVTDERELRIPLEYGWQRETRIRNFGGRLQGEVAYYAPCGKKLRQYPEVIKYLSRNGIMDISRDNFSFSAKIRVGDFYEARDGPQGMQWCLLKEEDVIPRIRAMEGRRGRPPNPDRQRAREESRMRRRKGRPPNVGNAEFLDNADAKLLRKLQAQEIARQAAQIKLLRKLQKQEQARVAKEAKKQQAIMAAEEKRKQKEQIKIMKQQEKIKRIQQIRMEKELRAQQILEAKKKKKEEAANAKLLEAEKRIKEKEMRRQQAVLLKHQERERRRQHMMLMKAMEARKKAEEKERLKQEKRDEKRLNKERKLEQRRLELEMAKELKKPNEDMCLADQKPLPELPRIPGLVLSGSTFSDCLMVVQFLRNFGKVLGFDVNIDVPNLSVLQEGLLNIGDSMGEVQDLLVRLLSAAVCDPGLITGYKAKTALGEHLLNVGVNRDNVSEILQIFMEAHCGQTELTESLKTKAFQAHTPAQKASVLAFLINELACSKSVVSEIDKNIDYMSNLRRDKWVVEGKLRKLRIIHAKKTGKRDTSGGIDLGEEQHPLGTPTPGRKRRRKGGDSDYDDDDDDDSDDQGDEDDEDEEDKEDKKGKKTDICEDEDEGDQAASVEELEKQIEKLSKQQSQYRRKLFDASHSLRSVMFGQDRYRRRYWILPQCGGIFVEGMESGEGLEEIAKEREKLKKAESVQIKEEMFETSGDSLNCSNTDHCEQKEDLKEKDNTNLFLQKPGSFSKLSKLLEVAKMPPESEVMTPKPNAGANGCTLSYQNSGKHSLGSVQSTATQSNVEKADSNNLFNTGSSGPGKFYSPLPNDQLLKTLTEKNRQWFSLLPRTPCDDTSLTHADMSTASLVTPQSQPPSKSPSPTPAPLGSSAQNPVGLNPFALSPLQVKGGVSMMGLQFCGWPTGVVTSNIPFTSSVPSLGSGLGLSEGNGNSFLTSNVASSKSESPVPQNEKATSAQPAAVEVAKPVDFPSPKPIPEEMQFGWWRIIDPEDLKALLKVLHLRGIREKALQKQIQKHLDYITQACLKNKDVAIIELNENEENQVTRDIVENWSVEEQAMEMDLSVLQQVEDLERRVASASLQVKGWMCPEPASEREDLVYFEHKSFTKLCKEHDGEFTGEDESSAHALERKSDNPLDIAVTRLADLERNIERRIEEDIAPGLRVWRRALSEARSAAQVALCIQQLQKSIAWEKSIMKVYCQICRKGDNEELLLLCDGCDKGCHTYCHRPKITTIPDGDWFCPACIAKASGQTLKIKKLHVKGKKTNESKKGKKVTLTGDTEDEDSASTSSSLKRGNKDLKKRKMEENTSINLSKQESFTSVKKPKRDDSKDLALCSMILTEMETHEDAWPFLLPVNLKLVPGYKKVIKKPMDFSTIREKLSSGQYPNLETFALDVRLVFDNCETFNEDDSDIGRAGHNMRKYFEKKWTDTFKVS
#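 Complex of BAZ2B and biotin-H3K14Ac (50 nM apiece) forms over 30 min at RT, then faces library compounds up to 110 uM for another 30 min; AlphaScreen beads added, 20 min dark incubation, luminescence read.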
# APEX1 inh: qHTS Assay for Inhibitors of the Human Apurinic/apyrimidinic Endonuclease 1 (APE1). recombinant APE1, TAMRA/BHQ-2 abasic DNA cleavage fluorescence. Potency, µM (series often up to 65.8 µM), without a hit: at the top dose activity change, negative = inhibition, actives largely listed as inhibitors. DNA repair nuclease/redox regulator APEX1 (Homo sapiens), P27695. actives 0.35% (n = 350,000). AID 2517, 2012;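 further: plate controls were vehicle for no effect and reference inhibitor for full effect; nearly all actives have a fitted effect of over 55% in size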
#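 Substrate: short duplex with […] THF abasic site, 5'-TAMRA and 3'-BHQ-2, 50 nM final. APE1 at 0.75 nM, preincubated 15 min RT with compound. Fluorescence increase from first to third read measured activity.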
# POLI inh: qHTS for Inhibitors of Polymerase Iota | DNA polymerase iota (Homo sapiens), Q9UNA4 | Pol iota fluorescent replication assay, 10 min | Potency, µM (top dose mostly 115 µM), for inactives: at the highest dose activity, negative = inhibition, most hits filed as inhibitors | actives 1% (n = 390,000)
#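 Pol iota at 10 nM preincubated 15 min with compounds at room temperature; reaction started with fluorescent substrate, 50 nM final. Fluorescence read kinetically at 0 and 10 min; buffer-only wells as negative control.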
# BLM inh: qHTS Assay for Inhibitors of Bloom's syndrome helicase (BLM). actives 0.2% (n = 350,000). AID 2528, 2010. Potency, µM (top dose mostly 56.1 µM), without a hit: at the highest dose activity change, negative = inhibition, hits mostly inhibitors. recombinant BLM DNA unwinding, fluorescence dequenching. RecQ-like DNA helicase BLM (Homo sapiens), P54132;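 further: plate controls were vehicle for no effect and no enzyme for full effect; nearly all actives have a fitted effect of over 35% in size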
# G9a inh: qHTS Assay for Inhibitors of Histone Lysine Methyltransferase G9a; G9a H3K9 monomethylation, AlphaScreen, 2 h; Potency, µM (doses to about 102 µM), inactives show top-dose activity, negative = inhibition, hits mostly inhibitors; actives 8.8% (n = 350,000); further: on the % scale 0 is the no-effect control and ±100 the full control effect; nearly all actives have a fitted effect of over 75% in size
#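 G9a (20 nM) was preincubated 15 min with compound, then reacted 2 h at room temperature with 500 nM biotin-H3K9 peptide and 20 µM SAM. Monomethyl-H3K9 detected by AlphaScreen using anti-H3K9me1 antibody.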
# Numbers without * were called inactive; ? = inconclusive; · = no result given; [ ] = another dose, or the depositor's remark. The call rests on the fitted dose curve; in most records, active means well fitted curve in the direction sought with a large enough effect; inconclusive means small, poorly fitted or top-dose-only effect, or another doubt; inactive means no such curve, though single readings can be large; an effect the other way counts as inactive or inconclusive. Potency means the concentration at half of the fitted maximal effect.
# Order of values: APEX1 inh, Apoferritin bind, Pol beta inh, BLM inh, G9a inh, POLK inh, POLI inh, BAZ2B inh, Pol eta inh
- CCO[C@H]1OC(C(N)=O)=C[C@@H](C2CCCCC2)[C@@H]1CCCO
  6%, -2%, 9%, -2%, ·, 1%, 9%, -8%, 2%
- COc1ccc2[nH]c(C(=O)N3CCC(CO)(Cc4cccc(C(F)(F)F)c4)CC3)c(C)c2c1
  1%, -13%, 1%, -10%, 79µM*, -10%, 14%, -38%, -23%
- CCOC(=O)N1CCC2(CC1)C(C#N)=C(N)OC1=C2C(=O)CCC1
  0%, -4%, -24%, -2%, 12%, -15%, 69%[activator], -1%, -16%
- COc1ccccc1C(=O)N1c2ccccc2Sc2ccccc21
  1%, -4%, 9%, -5%, 8%[59 µM], -3%, -2%, 0%, -22%
- Cc1ccc(C2=CC(c3cccs3)n3nnnc3N2)cc1 (stereo unspecified)
  5%, -11%, 35%, 4%, 3%[2.33 µM], -12%, 67%[activator], 26%, -11%
- CCOC(=O)C1=C(N)N(c2ccc(C)cc2)C2=C(C(=O)CCC2)C1c1cccs1 (stereo unspecified)
  -7%, -2%, 3%, -11%, -10%[59 µM], -5%, 21%, ?, -25%
- C/C(=N\NC(=O)c1csc2ccccc12)c1ccc(O)cc1
  -2%, -12%, -13%, -3%, 4%[2.33 µM], -3%, 5%, -8%, -7%
- CCCCn1c(SCC(=O)NCc2cccs2)nc2c1c(=O)n(C)c(=O)n2C
  4%, -8%, 5%, 0%, ?, 0%, -21%, 7%, -2%
- COc1ccc2oc(=O)c(/C(N)=N/NC(=O)c3ccncc3)cc2c1
  -4%, -4%, 7%, -1%, 21%, 5%, 2%, -16%, -18%
- CC(=O)N/C(=C/c1ccc2c(c1)OCO2)C(=O)N1CCOCC1
  -9%, -7%, 34%, -3%, 21%[0.501 µM], -3%, 84%[activator], -38%, -24%

# Random excerpt: two compounds from above, in no set order.
# Order of values: APEX1 inh, Apoferritin bind, Pol beta inh, BLM inh, G9a inh, POLK inh, POLI inh, BAZ2B inh, Pol eta inh
- COc1ccc2[nH]c(C(=O)N3CCC(CO)(Cc4cccc(C(F)(F)F)c4)CC3)c(C)c2c1
  1%, -13%, 1%, -10%, 79µM*, -10%, 14%, -38%, -23%
- Cc1ccc(C2=CC(c3cccs3)n3nnnc3N2)cc1 (stereo unspecified)
  5%, -11%, 35%, 4%, 3%[2.33 µM], -12%, 67%[activator], 26%, -11%

# Later entries.
# Order of values: APEX1 inh, Apoferritin bind, Pol beta inh, BLM inh, G9a inh, POLK inh, POLI inh, BAZ2B inh, Pol eta inh
- O=C(O)c1cc(S(=O)(=O)N2CCCCCC2)ccc1Cl
  -5%, -4%, 11%, -3%, 21%[59 µM], 0%, -21%, -4%, -3%
- O=S(=O)(NNC(=S)NCC1CCCO1)c1cc(Cl)ccc1Cl (stereo unspecified)
  29%, -2%, 1%, 0%, 11%, -5%, 10%, -17%, -9%
- CCCCN(C(=O)c1cccc(S(=O)(=O)N2CCOCC2)c1)c1c(N)n(CCC)c(=O)[nH]c1=O
  -5%, -5%, 29%, -1%, 5%, 2%, 10%, ·, 4%
- Cc1ccc(C)c(NC(=O)CN(C)C(=O)COc2cccc3c2OC(C)(C)C3)c1
  7%, ·, ·, ·, 12%[0.501 µM], -6%, 135%[activator], 0%, -25%
- CCN(CC(=O)Nc1c(F)cccc1F)C(=O)CSCC(=O)Nc1cccc(C)c1
  -9%, ·, ·, ·, 2%, 1%, 38%[activator], 13%, -19%
- CC(=O)Nc1ccc(S(=O)(=O)N2c3ccccc3C(C)=CC2(C)C)cc1
  5%, -23%, -14%, -4%, -2%, 5%, 16%, -27%, -18%
- COc1cccc(-c2nc(CS(=O)(=O)CC(=O)N3CCc4ccccc4C3)c(C)o2)c1
  -8%, -13%, -11%, -14%, ?, -25%, -5%, -9%, -11%
- CCOC(=O)c1c(C)[nH]c2c1-c1ccccc1C(=O)C2=O
  0%, -8%, 0%, 2.8µM*, -10%[59 µM], -4%, 1.4µM*, -1%, 3.2µM*
- Cc1ccc(CNC(=O)C(Cc2ccccc2)NS(=O)(=O)c2ccc3c(c2)CCC(=O)N3)cc1 (stereo unspecified)
  -2%, -22%, 1%, 0%, 17%, -13%, 30%[activator], 11%, 6%
- Cc1ccc(NC2CCCN(C(=O)c3c(C)noc3C)C2)cc1C (stereo unspecified)
  15%, -5%, -1%, 0%, ·, -3%, 14%, -18%, 0%
- O=C(NNc1ccc([N+](=O)[O-])cc1)c1ccccc1F
  -1%, -22%, -12%, 1%, 35µM*, 1%, 53%[activator], -38%, -15%
- Oc1cc2c(cc1O)CN(C(=S)NCCc1ccc(Cl)cc1)CCC2
  ?, ·, ?, -8%, 4.7µM*, -1%[60.1 µM], 2%, 45µM*, -17%
- C[C@H](NC(=O)OC(C)(C)C)C(=O)NCC1CCC(C(=O)N[C@@H](Cc2ccccc2)C(=O)O)CC1 (stereo partly specified)
  -5%, -1%, 29%, -6%, -3%, 13%, -11%, -9%, -10%
- CCCNC(=O)c1cc2n(n1)CCCN(Cc1ccc(C)cc1)C2=O
  ·, 61%[activator], -9%, -2%, 0%[59 µM], 5%[60.1 µM], 19%, -1%, -12%
- Cc1ccccc1CN(c1ccc(C(=O)Nc2ccccc2C(=O)NCc2ccco2)cc1)S(C)(=O)=O
  -4%, -13%, 2%, -7%, ?, 0%, 9%, 14%, -2%
- CCCc1cc(=O)oc2c(C)c(OCC(=O)NC3CC(C)(C)NC(C)(C)C3)ccc12
  3%, 3%, 44%, 3%, 7%, -7%, 42%[activator], -2%, -11%
- Cc1ccc(N2C(=O)CC(Sc3nc(-c4ccccc4)c4cc(Cl)ccc4n3)C2=O)c(C)c1 (stereo unspecified)
  1%, -4%, 12%, 3%, 0%[59 µM], -4%, 17%, 2%, -5%
- Nc1ccn(CC(=O)N2CCN(c3ccccn3)CC2)c(=O)n1
  8%, ·, ·, ·, -1%[0.501 µM], -17%, 14%, 7%, -8%
- COc1ccc(CN2CCCC(C(=O)Nc3cccc(-n4cccn4)c3)C2)c(F)c1 (stereo unspecified)
  14%, -14%, 0%, 3%, 0%, -4%, 9%, -12%, -3%
- COc1ccc(CCNC(=O)CC2SC(=Nc3cc(C)cc(C)c3)NC2=O)cc1OC (stereo unspecified)
  7%, -9%, -19%, -3%, -1%, -6%, -5%, -15%, -15%
- Cc1ccc(C(=O)N2CCCCC2C(=O)O)o1 (stereo unspecified)
  0%, -1%, 19%, 5%, ·, 1%, 57%[activator], -18%, -7%
- COc1ccc(-n2nc3cc(C)c(N)c(Br)c3n2)cc1
  -5%, -1%, 18%, -6%, ?, -13%, 25µM*, -3%, -21%
- O=C1CC2(CON=C2c2ccc(F)cc2)C(=O)N1c1ccc(F)cc1 (stereo unspecified)
  5%, -23%, -2%, -3%, -18%[59 µM], -15%, 3%, ·, ?
- Cc1noc(C)c1COc1cccc(C(=O)N(C)Cc2nc3ccccc3c(=O)[nH]2)c1
  5%, ·, ·, ·, 65%[activator][12.7 µM], -5%, 10%, 9%, -10%
- COc1ccc(-c2noc(CSc3nc4ccccc4c(=O)n3-c3ccccc3)n2)cc1
  -6%, 4%, 8%, -1%, 11%[59 µM], -9%, 0%[58.9 µM], 6%, -11%
- O=C(Nc1ccc2snnc2c1)N1CCSCC1
  -2%, ?, 8%, 0%, 4%, -3%, -10%, 3%, -11%
- COc1ccccc1N=c1oc2cc(O)ccc2cc1C(N)=O
  -7%, 261%[activator], 1%, -3%, -50%, -18%, 19%, -37%, -15%
- CN(C)C(=O)c1ccc(NC(=O)c2cc(-n3cnnc3)ccc2Cl)cc1
  -6%, -1%, 7%, 2%, 2%[59 µM], -14%, -10%, 3%, -8%
- Cc1ccc(OCCC(=O)OCC(=O)Nc2cc(S(=O)(=O)N(C)C)ccc2C)cc1
  -4%, -11%, 15%, -2%, 10%, 1%, 27%, ·, -15%
- O=C(O)C1=C(C(=O)Nc2cccc(C(F)(F)F)c2)CCCC1
  8%, -9%, 6%, -2%, 25%[59 µM], 2%, 6%, -7%, -15%
- O=C(NCc1cccnc1)c1ccc(NC(=O)c2ccc(Br)cc2)cc1
  -16%, 13%, 68%, -2%, 45µM*, -3%, 81%[activator], -13%, -7%
- Cc1ccc(NC2=C(NC(=O)c3ccccc3)C(=O)c3ccccc3C2=O)cc1Cl
  -5%, ?, 9%, -8%, 2.2µM*, 5%, ?, 14µM*, -18%
- COc1ccc2ncc3c(-c4ccc(C)c(C)c4)nn(CC(=O)Nc4ccccc4)c3c2c1
  ·, -1%, ?, -9%, 5%[59 µM], 22%, 17%, -8%, -25%
- COCCCNC(=O)Cn1c(=O)n(Cc2ccccc2Cl)c(=O)c2cc(OC)c(OC)cc21
  -5%, -7%, -1%, 1%, 5%, 9%, 45%[activator], ·, -10%
- CCCN(CC(=O)Nc1ccccc1OC)C(=O)CCC(=O)c1ccc(Cl)s1
  -16%, ·, ·, ·, -3%[59 µM], -10%, 16%, -4%, -10%
- Cc1cc(Br)ccc1NC(=O)CNC(=O)CSc1ncccn1
  -7%, ·, ·, ·, 37%[12.7 µM], -3%, 12%, -4%, -13%
- NC(=O)CC1(CC(=O)O)CCCCC1
  3%, -4%, 0%, 0%, -7%[2.33 µM], -2%, 27%, -28%, -13%
- Cc1cc(C(=O)N/N=C/c2cccn2C)no1
  5%, -2%, 14%, -1%, -4%[59 µM], -17%, 67%[activator], -29%, -7%
- CCN(CC)S(=O)(=O)c1ccc(NC(=O)c2cc(-c3ccccc3)nc3ccccc23)cc1
  -2%, -4%, 0%, -5%, 16%[59 µM], -2%, 140%[activator], 4%, -20%
- CCCCn1c(N)c(N(CCOC)C(=O)CCc2ccc(OC)cc2)c(=O)[nH]c1=O
  0%, 3%, 51%, 3%, 22%[59 µM], -18%, 6%, 1%, -11%

# Some of the compounds tested; the hit share may differ from the screen's.
